# Statin myotox sup: protects C2C12 myotubes from simvastatin toxicity. 330,000 tested, 0.78% active. rescue of ATP level, % at 7.49 µM. ATP luminescence, 48 h; scaled: DMSO 0, geranylgeraniol control 100;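 active = mean ATP rescue above about 67%, or every replicate alone reaching that limit, limit read from the data, passing the limit was not always enough; inconclusive = no clear call, values can overlap the other calls; inactive = mean under the limit and some replicate under it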;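 note: myotubes were challenged with 10 µM simvastatin during compound exposure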
# DENV2 CPE rescue: protects cells from dengue virus 2 cytopathic effect | DENV2-infected cells, cytopathic effect rescue, plate reader | CPE inhibition, % at 9.99 µM | 350,000 tested, 1.7% active; in the data active = CPE inhibition above about 20%, passing the limit was not always enough; inconclusive = no clear call, values can overlap the other calls; tested in BHK-21 cells;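 note: 0% = median of neutral control wells and 100% = median of positive control wells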
# E-selectin induc: E-selectin induction on HUVECs; P16581; HUVEC E-selectin immunofluorescence imaging; normalized: neutral wells 0, TNF-alpha wells 100; activation, % at 7.58 µM; 260,000 tested, 0.37% active;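 active = mean E-selectin-positive cell signal at least 10% of the positive control, reached in at least 60% of replicates, without over 20% cell loss; inconclusive = no rule given, readout overlaps actives, possibly toxicity-flagged; inactive = the rest, including those meeting only one limit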;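 note: in these data hits start at about 27%; measured in HUVEC primary endothelial cells; signal is the percent of cells scored E-selectin positive by PE staining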
# Target sequence (P16581 whole entry, looked up): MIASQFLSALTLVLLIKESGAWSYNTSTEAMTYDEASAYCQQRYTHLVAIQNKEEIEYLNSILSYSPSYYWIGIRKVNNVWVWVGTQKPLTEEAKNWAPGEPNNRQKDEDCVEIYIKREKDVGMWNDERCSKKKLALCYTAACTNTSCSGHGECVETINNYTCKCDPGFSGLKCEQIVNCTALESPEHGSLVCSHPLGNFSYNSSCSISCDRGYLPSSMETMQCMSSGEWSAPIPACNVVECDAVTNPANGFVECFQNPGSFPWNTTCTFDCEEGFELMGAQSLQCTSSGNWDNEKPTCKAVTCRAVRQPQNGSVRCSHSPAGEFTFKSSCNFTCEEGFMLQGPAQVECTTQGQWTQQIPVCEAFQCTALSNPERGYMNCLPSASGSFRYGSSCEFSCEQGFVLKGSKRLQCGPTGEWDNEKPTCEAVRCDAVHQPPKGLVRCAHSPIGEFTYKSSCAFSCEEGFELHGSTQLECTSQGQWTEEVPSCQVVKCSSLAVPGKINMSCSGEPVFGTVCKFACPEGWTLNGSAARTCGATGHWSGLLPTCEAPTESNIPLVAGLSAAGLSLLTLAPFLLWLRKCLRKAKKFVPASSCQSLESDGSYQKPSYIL
#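 Material: HUVEC primary endothelial cells; Amount: 3,000 cells per well; Dosing: single concentration; Medium: EGM-2 growth medium on 0.1% gelatin-coated wells; Read-out basis: percent E-selectin-positive cells; Signal: immunofluorescence imaging; Control set: TNF-alpha, DMSO.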
# PglD inh: inhibitors of Campylobacter jejuni PglD acetyltransferase; purified PglD enzyme, DTNB colorimetric CoA detection; inhibition, % at 12.5 µM; 360,000 tested, 0.098% active; in the data active = inhibition above about 16%, passing the limit was not always enough; inconclusive = no clear call, values can overlap the other calls; note: strong numbers were not always called active
# S100A4 MyoIIA: blocks human S100A4 binding to myosin IIA peptide. 360,000 tested, 0.14% active. S100A4/TAMRA-MyoIIA peptide fluorescence polarization. P26447. inhibition, % at 10.7 µM;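 active = mean inhibition of at least 70% across replicates, with every replicate also reaching that level; inconclusive = mean inhibition reaches 70% but some replicates fall short; inactive = mean inhibition below 70%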
#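 assay system = human S100A4 monomer with TAMRA-labelled myosin IIA peptide | also added = labelled myosin peptide probe, 5 nM | incubation = 5 min between mix addition and reading | control set = DMSO and TFP controls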
# SIRT5 inh: inhibitors of human sirtuin-5 desuccinylase; Q9NXA8; Purified SirT5, succinyl-peptide AMC, trypsin-coupled fluorescence; inhibition, % at 15 µM; 330,000 tested, 1.1% active; AID 652115; in the data active = inhibition above about 15%; inconclusive = no clear call, values can overlap the other calls
# ERp5 block: ERp5 (human) disulfide isomerase inhibition; 350,000 tested, 0.05% active; Q15084; ERp5 insulin aggregation, absorbance 650 nm, 90 min; inhibition, % at 9.99 µM;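 active = mean replicate inhibition above about 25%, with every replicate also reaching it, limit read from the data, passing the limit was not always enough; inconclusive = only one of those two criteria met; inactive = neither criterion met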
# Target sequence (Q15084 whole entry, looked up): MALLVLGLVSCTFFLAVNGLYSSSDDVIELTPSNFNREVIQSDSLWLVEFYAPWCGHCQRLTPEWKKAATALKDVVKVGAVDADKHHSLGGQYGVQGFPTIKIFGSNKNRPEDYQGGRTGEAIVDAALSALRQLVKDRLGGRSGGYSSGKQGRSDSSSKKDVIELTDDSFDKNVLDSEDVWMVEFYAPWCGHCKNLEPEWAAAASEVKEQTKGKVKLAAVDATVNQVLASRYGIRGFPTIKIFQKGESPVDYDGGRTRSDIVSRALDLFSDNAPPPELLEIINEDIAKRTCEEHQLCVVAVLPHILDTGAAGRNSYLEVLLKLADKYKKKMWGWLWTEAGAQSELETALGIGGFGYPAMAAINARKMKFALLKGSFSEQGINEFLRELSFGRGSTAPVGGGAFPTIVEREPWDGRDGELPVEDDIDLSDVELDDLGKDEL
# The depositor's hits bear a star; ? = inconclusive; . = not tested or not shown.
compound	Statin myotox sup	DENV2 CPE rescue	E-selectin induc	PglD inh	S100A4 MyoIIA	SIRT5 inh	ERp5 block
O=c1cc(N2CCCC2)c2ccccc2o1	.	8.4	10.3	.	-2.3	3.0	7.2
O=C(Nc1ccccc1Sc1ccccc1)c1ccccc1F	.	.	.	0.1	3.5	-5.0	9.9
CCCN(CC(=O)Nc1ccccc1C)C(=O)c1ccc(S(=O)(=O)N2CCCCCC2)cc1	.	-0.3	.	-1.4	0.4	2.3	-1.7
C[C@@H]1CCCCO[C@H](CN(C)C(=O)Nc2ccc(C(F)(F)F)cc2)[C@H](C)CN([C@@H](C)CO)C(=O)c2cc(NC(=O)C3CCCCC3)ccc2O1	35.6	2.3	1.1	2.4	14.5	2.3	-1.2
COc1ccc(N(CC(=O)Nc2c(C)n(C)n(-c3ccccc3)c2=O)S(=O)(=O)c2ccc(C)cc2)cc1OC	-2.0	-6.6	.	1.7	-3.2	-5.3	-1.3
Fc1ccc(-[n+]2nc(Nc3ccccc3)sc2-c2ccc(OCc3ccccc3)cc2)cc1	-133.7	-0.9	.	-3.3	2.2	.	-0.4
O=S(=O)(c1ccccc1C(F)(F)F)N1CCN(CC(O)COc2ccccc2F)CC1 (stereo not drawn)	-19.9	-6.0	0.2	-9.6	-2.9	-8.1	-1.1
C[C@H](CO)N1C[C@H](C)[C@@H](CN(C)C(=O)Nc2ccc(C(F)(F)F)cc2)Oc2ncc(-c3ccc(C#N)cc3)cc2C1=O	-13.5	6.2	-0.6	4.4	-12.3	-0.3	0.5

# Arranged by molecular weight (descending): part of the list above.
compound	Statin myotox sup	DENV2 CPE rescue	E-selectin induc	PglD inh	S100A4 MyoIIA	SIRT5 inh	ERp5 block
C[C@@H]1CCCCO[C@H](CN(C)C(=O)Nc2ccc(C(F)(F)F)cc2)[C@H](C)CN([C@@H](C)CO)C(=O)c2cc(NC(=O)C3CCCCC3)ccc2O1	35.6	2.3	1.1	2.4	14.5	2.3	-1.2
CCCN(CC(=O)Nc1ccccc1C)C(=O)c1ccc(S(=O)(=O)N2CCCCCC2)cc1	.	-0.3	.	-1.4	0.4	2.3	-1.7
Fc1ccc(-[n+]2nc(Nc3ccccc3)sc2-c2ccc(OCc3ccccc3)cc2)cc1	-133.7	-0.9	.	-3.3	2.2	.	-0.4

# Following part:
compound	Statin myotox sup	DENV2 CPE rescue	E-selectin induc	PglD inh	S100A4 MyoIIA	SIRT5 inh	ERp5 block
O=C(NC(=S)NCCCN1CCOCC1)c1ccc(Br)cc1	.	3.3	5.2	.	-10.5	0.8	0.8
CCSc1nnc(NC(=O)CSC2=NN3CCCC(=O)N=C3S2)s1	.	1.1	-4.6	.	2.6	-9.3	3.9
CC(C)NC(=O)N(C)C[C@@H]1Oc2ccc(NS(=O)(=O)c3ccc(Cl)cc3)cc2CC(=O)N([C@H](C)CO)C[C@@H]1C	-10.7	2.5	1.0	-1.2	-3.8	-0.3	1.4
COc1ccc(N2CCN(C(CNC(=O)C(C)C)c3ccc4c(c3)OCO4)CC2)cc1 (stereo not drawn)	8.1	3.3	.	0.7	29.1	-4.4	-4.6
CCOC(=O)c1sc(=S)n(-c2ccccc2Cl)c1SC	1.3	-2.1	.	-3.3	-4.1	9.9	-2.2
COCCCNc1nc2cc(OC)c(OC)cc2c2nc(-c3ccccc3)nn12	-0.5	8.6	-0.1	-2.1	-3.3	20.7*	2.3
COc1ccc(C(CNC(=O)c2cccc(S(=O)(=O)NCc3ccccc3)c2)N(C)C)cc1 (stereo not drawn)	5.1	-10.3	1.9	2.0	-4.1	-0.9	-1.3
C[C@@H]1CN([C@@H](C)CO)C(=O)c2cc(C#Cc3ccccc3)cnc2O[C@H]1CN(C)Cc1ccccn1	3.9	20.5	-0.1	7.2	-84.7	1.5	0.4
COc1ccc(S(=O)(=O)N2CCC(C(=O)N[C@H](C(=O)N3CCCCCC3)C(C)C)CC2)cc1	10.1	?	.	0.3	-15.7	-3.2	-5.9
COc1cc(OC)cc(C(=O)NCC(=O)NCC(c2ccco2)N2CCCCC2)c1 (stereo not drawn)	-2.9	7.5	.	5.6	-6.1	-0.8	1.9
Cc1cc(C(=O)Nc2cccc3c2O[C@@H](CN(C)S(=O)(=O)c2cccs2)[C@H](C)CN([C@H](C)CO)C3=O)n(C)n1	26.2	4.4	0.1	3.9	-4.0	1.9	-2.2
COc1ccccc1CN(C)C(=O)COC(=O)c1cc(C)oc1C	2.5	0.4	-0.2	-2.0	-6.3	1.9	11.0
c1cc(CNCCNCc2ccncc2)ccn1	0.1	0.8	-0.8	2.9	-1.2	-1.9	1.6
CCCCC(=O)NC(=S)NNC(=O)c1ccc(OC)cc1	.	3.3	.	.	-0.6	2.6	3.6
CCn1c(SCC(=O)OC)nc2sc3c(c2c1=O)CC(C)(C)OC3	.	-4.9	.	0.2	0.7	-2.8	-5.9
O=C(O)CCC(=O)c1ccc2ccc3cccc4ccc1c2c34	.	-10.5	-0.1	.	3.5	-18.1	-0.5
Cc1noc(C)c1NC(=O)N(C)C[C@H]1Oc2cc(C#CCC3CCCC3)ccc2S(=O)(=O)N([C@H](C)CO)C[C@H]1C	-5.7	-3.4	1.9	2.2	10.0	-18.0	8.4
CN(C)C(=O)c1cc(-c2ccccc2)no1	-4.3	1.4	.	-1.6	-1.8	-1.0	-9.0
Cc1cc(NS(=O)(=O)c2ccc(NC(=O)/C=C/c3ccco3)cc2)nc(C)n1	.	18.8	0.0	-0.1	-13.4	3.1	2.1
CCc1nc(SCC(=O)Nc2ccc(OC)cc2[N+](=O)[O-])n[nH]1	-3.1	-0.5	-1.1	.	1.3	-4.4	6.0
Cc1ccc(CN(C(=O)c2csnn2)C(C(=O)NC2CCCC2)c2ccccn2)cc1 (stereo not drawn)	4.7	4.8	0.0	-1.4	-0.6	.	-1.5
COc1ccc(CCNC(=O)C2CCN(S(C)(=O)=O)CC2)cc1	-19.1	-1.5	.	-5.5	3.8	-2.2	-0.5
Cc1cc(Br)ccc1SCC(=O)OCC(=O)NC1CCCC1	7.2	0.7	3.1	5.1	-3.1	4.5	10.1
CC1CCCCN1C(=O)CCc1nnc(Cc2c[nH]c3ccccc23)o1 (stereo not drawn)	.	3.6	.	.	-0.8	-2.6	2.2
CCCNC(=O)N1C[C@@H](C)[C@H](OC)CN(C)C(=O)c2ccc(NC(=O)CCC)cc2OC[C@@H]1C	-1.2	-3.9	-0.1	-2.5	2.3	-4.8	1.9
O=C(C[C@@H]1C=C[C@H](NC(=O)C2CCOCC2)[C@@H](CO)O1)NCc1ccncc1	1.3	-3.2	0.0	-0.5	-5.4	-2.7	-0.6
O=C(COC(=O)c1cccnc1Cl)Nc1ccc2c(c1)OCCO2	-1.1	-1.1	-0.3	2.9	2.3	0.0	2.4
CCCCn1c(N)c(N(CC(C)C)C(=O)c2ccc(OC)c(S(=O)(=O)N3CCOCC3)c2)c(=O)[nH]c1=O	18.3	-3.3	0.8	0.4	2.3	0.8	-4.6
Cc1ccc(S(=O)(=O)N2CCN(CC(O)c3ccccc3)CC2)cc1C (stereo not drawn)	5.3	.	-3.1	-0.3	2.3	-4.4	3.0
C[C@@H]1CCCCO[C@H](CN(C)S(C)(=O)=O)[C@@H](C)CN([C@H](C)CO)C(=O)c2cc(NS(=O)(=O)c3ccc(Cl)cc3)ccc2O1	-21.9	4.6	0.4	6.0	50.9	5.4	0.1
COc1ccc(CN(C)C[C@@H]2Oc3ccc(NC(=O)c4ccncc4)cc3CC(=O)N([C@H](C)CO)C[C@H]2C)cc1	20.3	3.0	0.0	-8.8	-12.2	0.3	2.9
O=C(CSc1ccccn1)N1CCNC1=O	.	6.7	0.0	.	-6.1	.	0.5
O=C(COC(=O)c1ccc(O)cc1O)NC12CC3CC(CC(C3)C1)C2	1.9	-2.2	-0.4	-0.6	1.3	-0.7	-1.0
Cc1ccc(-n2c(SCC(N)=O)nnc2-c2ccc(S(=O)(=O)N3CCCCC3)cc2)c(C)c1	-9.1	.	0.9	-1.4	.	.	.
Fc1ccccc1CNc1nc(NCC2CC2)nc2ccsc12	-24.1	11.8	0.1	-4.7	1.0	-4.4	-1.5
CC1(C)c2ccccc2N2CC(=O)N(CC(N)=O)C21C (stereo not drawn)	-10.4	.	.	3.5	118.4*	.	.
Cc1cc(C)c(NC(=O)COc2nncc3ccccc23)c(C)c1	-0.3	3.0	.	0.7	1.6	1.4	-66.2
CO[C@H]1CN(C)C(=O)c2cc(NC(=O)c3ccc(F)cc3)ccc2OC[C@H](C)N(C(=O)CN(C)C)C[C@H]1C	-4.9	14.1	0.1	2.5	-55.6	-3.1	-0.5
CN1CCN(C(=O)C[C@H]2CC[C@@H]3[C@H](COC[C@H](O)CN3C(=O)C3CCOCC3)O2)CC1	-38.4	-9.9	0.0	-5.7	-10.6	4.5	-2.9
O=C(CNc1cccc(S(=O)(=O)N2CCCC2)c1)Nc1ccc(C(F)(F)F)cc1	.	?	-1.7	.	-2.2	0.3	4.8
COc1ccc(NC(=O)CSc2nnc(CNC(=O)COc3ccc(Cl)cc3)o2)cc1	.	-2.8	0.1	.	-0.3	-0.4	0.6
CCNC(=O)C1CCCN(C(=O)c2ccc(F)c(Cl)c2)CC1 (stereo not drawn)	8.4	3.6	1.9	2.3	0.4	-7.7	0.6
Cc1ccc(NS(=O)(=O)c2ccc(-n3cccn3)cc2)cc1Cl	40.9	-0.3	0.0	2.5	0.9	-3.7	1.8
CCCCN(C)CCNC(=O)c1cc2c(-c3cccc(OC)c3)nn(C)c2s1	-4.0	-5.3	-0.1	4.8	-4.0	-10.1	3.4
O=C(C[C@@H]1C[C@H]2c3cc(NC(=O)NC4CCCC4)ccc3O[C@H]2[C@H](CO)O1)NCc1ccccc1F	-3.8	-4.1	3.6	2.7	2.4	1.2	-3.0
CCCN1[C@H](C(=O)NCC2CC2)[C@@H](CO)[C@@H]2Cn3c(ccc(-c4ccccc4)c3=O)[C@@H]21	36.3	.	-0.5	-1.7	0.4	1.9	-2.9
COc1ccc2c(c1)c(=O)c(C(=O)c1ccc(F)cc1)cn2CC(=O)Nc1ccc(F)cc1	8.5	-10.5	0.4	3.2	-0.9	-0.6	6.4
O=C(NC(=Nc1ccccc1)N1CCOCC1)Nc1ccccc1	-34.3	-3.0	.	-2.6	1.2	-12.4	3.5
COc1cc(NC(=S)NCCc2ccc(S(N)(=O)=O)cc2)c(OC)cc1Cl	-9.7	5.0	6.3	.	-10.8	.	5.1
Cc1ccc(NC(=O)COC(=O)CN2C(=O)c3ccccc3C2=O)cc1S(=O)(=O)N(C)C	.	.	-3.4	.	0.1	-0.9	-1.9
Cc1cccc(NC(=O)Nc2nnc(-c3ccccc3)o2)c1	0.7	10.0	.	-6.4	-0.9	-1.2	1.7
S=c1[nH]nc(COc2ccccc2)n1/N=C/c1ccc(Cl)c(Cl)c1	7.8	9.3	0.1	-3.2	7.2	-1.3	3.1
CCOC(=O)N1CCN(CC(O)COc2cc(C)ccc2C(C)C)CC1 (stereo not drawn)	.	-0.7	2.1	.	-11.7	-1.8	-2.0
CCOC(=O)/C=C1\CN(Cc2ccc(OC)cc2)S(=O)(=O)c2ccccc21	7.8	7.6	.	-1.2	0.0	1.9	-4.0
CC(=O)Nc1cccc(-c2ccnc3c2CC(C(=O)NCC2CC2)O3)c1 (stereo not drawn)	2.7	3.6	.	7.1	1.1	-3.7	1.7
Nc1nc(N)nc(-c2ccc([N+](=O)[O-])o2)n1	11.7	2.1	-0.3	.	10.2	.	-12.5
Cc1cc(C)cc(Cn2cc(CN3CC(N4CCN(CCO)CC4)CS3(=O)=O)nn2)c1 (stereo not drawn)	.	-2.4	3.0	.	-6.4	29.3*	-2.0
CC1CCN(C(=O)CSc2nnc(Cn3c(=O)sc4ccccc43)n2C)CC1	6.6	-0.2	.	8.1	10.2	.	3.1

# Bioassay records: PubChem BioAssay, Broad Institute

# Only part of the results is shown. The share of hits here may be higher or lower than overall.
